CRFR2-BP antag – antagonists of CRF-BP/CRF-R2 complex, primary screen, cell-based, HEK293, calcium dye fluorescence, uHTS | CRF-induced calcium fluorescence | inhibition, % at 11.8 µM | 350,000 tested, 0.59% active | AID 588475, 2011;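 active = inhibition of the ligand-induced calcium signal above about 50% at the single tested concentration, limit read from the data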
IDE act – human IDE activators in live cells, primary screen, fluorescence polarization, HEK cells, FAbeta-B substrate; 340,000 tested, 0.073% active; FAbeta-B cleavage; 0% vehicle, 100% cell-free pure enzyme wells; AID 493087, 2011; activation, % at 5.96 µM; Insulin-degrading enzyme (Homo sapiens), P14735;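 active = activation above the mean of all tested compounds plus 3 SD, set per screening campaign, cut at about 17% in these data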
HCV NS3 hel inh – inhibitors of HCV NS3 helicase, primary screen, biochemical, Cy5 molecular beacon fluorescence. NS3 helicase DNA unwinding. inhibition, % at 10.9 µM. AID 1800, 2009. 290,000 tested, 0.56% active. Hepatitis C virus NS3 helicase;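 active = inhibition above the mean of all tested compounds plus 3 SD, set per campaign, cut at about 35% in these data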;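 note: 0% = DMSO wells and 100% = thioflavine S control wells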
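Test system: hepatitis C virus NS3 helicase domain fragment enzyme. Also added: annealed dual-labelled DNA beacon duplex, ATP-started. Timing: 60 min unwinding reaction at 25 °C after ATP addition. Technique: Cy5 fluorescence. Measure: % inhibition of unwinding.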
pCIP destab – p/CIP-EGFP fusion destabilizers, primary screen, fluorescence, F442A cells. Q05BA5. 16 h. decrease of EGFP signal, % at 10 µM. 290,000 tested, 0.01% active. AID 1984, 2009;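 active = EGFP signal decrease of at least 30% at 10 µM or well 3 SD below plate mean, unless failing retest; inactive = the rest, including hits failing retest or dose response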; note: some compounds called inactive have numbers as strong as hits; many of its hits are not listed in these tables
SUMO HTRF inh – inhibitors of in vitro SUMOylation cascade, primary screen, biochemical, HTRF, uHTS; SUMO-conjugating enzyme UBC9 (Homo sapiens), P63279; HTRF SUMOylation assay, SAE1/SAE2 + UBC9; inhibition, % at 35 µM; 290,000 tested, 0.36% active; AID 2006, 2009; in the data active = inhibition above about 50%, passing the limit was not always enough; note: strong numbers were not always called active
Target sequence (P63279 whole entry, looked up): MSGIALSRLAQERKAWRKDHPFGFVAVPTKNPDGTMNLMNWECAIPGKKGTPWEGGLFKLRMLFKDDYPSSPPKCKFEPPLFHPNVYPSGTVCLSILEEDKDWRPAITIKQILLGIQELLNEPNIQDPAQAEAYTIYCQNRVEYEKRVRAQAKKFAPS
GalR3 antagonist – GalR3 antagonists in HEK293 cells, primary screen, cell-based, fluorescence readout | AID 651719, 2012 | 360,000 tested, 0.44% active | Galanin receptor type 3 (Homo sapiens), O60755 | HEK293 GalR3-CNG cAMP membrane potential fluorescence; galR3 body fused to GalR1 C-terminus | inhibition, % at 3 µM;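 active = inhibition above the screen-wide average plus 3 SD, cut at about 13% in these data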;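 note: forskolin and galanin both at EC90 stimulate the cells; cAMP rise reported by CNG channel membrane potential dye signal; 0% = forskolin plus galanin with DMSO and 100% = forskolin alone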
Target sequence (O60755 1-299 limits assumed): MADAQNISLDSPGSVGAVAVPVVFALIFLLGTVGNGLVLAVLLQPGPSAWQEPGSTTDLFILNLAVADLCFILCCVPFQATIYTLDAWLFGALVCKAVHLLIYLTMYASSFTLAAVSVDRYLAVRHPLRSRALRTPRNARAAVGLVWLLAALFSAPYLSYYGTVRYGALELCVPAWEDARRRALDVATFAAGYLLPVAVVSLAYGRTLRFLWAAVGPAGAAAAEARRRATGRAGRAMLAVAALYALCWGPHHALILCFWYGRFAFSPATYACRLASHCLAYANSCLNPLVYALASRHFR
IMP-1 inh – IMP-1 metallo-beta-lactamase inhibitors, primary screen, biochemical, epi-absorbance readout, Pseudomonas aeruginosa enzyme; metallo-beta-lactamase IMP-1 (Pseudomonas aeruginosa); inhibition, % at 5.6 µM; purified IMP-1, nitrocefin hydrolysis, epi-absorbance fluorescence; 290,000 tested, 0.45% active;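 active = inhibition above the mean plus 3 SD of all compounds in the same screening run, cut at about 4.5% in these data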;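 note: 0% = IMP-1 with DMSO and 100% = DMSO wells lacking enzyme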
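Test system: recombinant IMP-1 enzyme, purified / Medium: HEPES buffer pH 7.1 with ZnSO4 and Brij 35 / Doses: single dose, 5.6 µM / Times: 25 °C, 15 min preincubation, 25 min reaction / Detection: Epi-absorbance via hydrolysed-nitrocefin quenching of white-plate fluorescence, 480/530 nm, EDTA stop / Evaluation: percent inhibition from optical density relative to buffer-blank wells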
VIM-2 inh – VIM-2 metallo-beta-lactamase inhibitors, primary screen, biochemical, epi-absorbance readout, Pseudomonas aeruginosa enzyme. purified VIM-2, nitrocefin hydrolysis, epi-absorbance fluorescence. inhibition, % at 5.6 µM. 290,000 tested, 0.89% active;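 active = inhibition above the mean of all tested compounds plus 3 SD, cutoff set per screening run, cut at about 7.5% in these data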;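 note: red hydrolysis product quenches plate fluorescence so inhibitors raise well fluorescence; 0% = enzyme with DMSO and 100% = DMSO without enzyme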
IDE cell inh – human IDE inhibitors in live cells, primary screen, fluorescence polarization, HEK cells, FAbetaB substrate; Insulin-degrading enzyme (Homo sapiens), P14735; FAbetaB cleavage; inhibition, % at 5.59 µM; 320,000 tested, 0.41% active;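 active = percent inhibition above the average of all tested compounds plus 3 SD, set per screening campaign, cut at about 16% in these data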;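 note: IDE supplied by intact live HEK cells; FP after avidin binding of uncleaved biotin substrate so inhibition keeps polarization high; 0% = DMSO wells and 100% = 60 µM reference IDE inhibitor Ii1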
* marks the source's active call; other numbers are inactive results; x = no result given.

cpd	CRFR2-BP antag	canonical_smiles	IDE act	HCV NS3 hel inh	pCIP destab	SUMO HTRF inh	GalR3 antagonist	IMP-1 inh	VIM-2 inh	IDE cell inh
1	2	COc1ccc(CCNC(=O)c2ccc3nc(N4CCCCC4)sc3c2)cc1OC	-5	-23	-14	1	3	-3.1	-1.9	3
2	3	CCC(=O)N1CCc2cc(S(=O)(=O)N3CCCC3)ccc21	1	-4	-10	x	0	-3.4	-3.5	4
3	16	Cc1ccc(NC(=O)CSc2nc3ccccc3nc2N2CCOCC2)cc1	-3	-14	0	-12	x	-0.9	-3.1	3
4	-24	Cc1ccc(-c2n[nH]c3c2CCC3)cc1	3	-3	-3	34	-6	-3.0	-3.1	5
5	1	CC(C)N1CN(c2ccccc2)C(=S)N(c2ccccc2)C1	1	4	-11	10	-3	-4.2	-3.6	0
6	-3	Cc1noc(C)c1NC(=O)N(C)C[C@H]1Oc2c(NC(=O)Nc3ccc(C(F)(F)F)cc3)cccc2C(=O)N([C@H](C)CO)C[C@@H]1C	4	x	x	x	-5	x	x	5
7	7	CCOC(=O)CN(C(=O)CSc1nnc(COc2ccc(OC)cc2)n1CC)c1ccccc1	5	-1	-5	7	3	-2.7	-2.5	-5
8	-4	COc1ccc(C2CCCN2C(=S)Nc2cccc(Cl)c2)cc1OC (stereo not drawn)	-7	-2	0	2	-4	-1.5	-2.7	4

Arranged by SMILES length (ascending): some entries from above.
cpd	CRFR2-BP antag	canonical_smiles	IDE act	HCV NS3 hel inh	pCIP destab	SUMO HTRF inh	GalR3 antagonist	IMP-1 inh	VIM-2 inh	IDE cell inh
2	3	CCC(=O)N1CCc2cc(S(=O)(=O)N3CCCC3)ccc21	1	-4	-10	x	0	-3.4	-3.5	4
8	-4	COc1ccc(C2CCCN2C(=S)Nc2cccc(Cl)c2)cc1OC (stereo not drawn)	-7	-2	0	2	-4	-1.5	-2.7	4
1	2	COc1ccc(CCNC(=O)c2ccc3nc(N4CCCCC4)sc3c2)cc1OC	-5	-23	-14	1	3	-3.1	-1.9	3

Remaining list, next part:
cpd	CRFR2-BP antag	canonical_smiles	IDE act	HCV NS3 hel inh	pCIP destab	SUMO HTRF inh	GalR3 antagonist	IMP-1 inh	VIM-2 inh	IDE cell inh
9	3	O=C(Nc1ccc(NC(=O)C2CCCCC2)nc1)c1cccs1	2	-2	-7	13	-2	-3.9	-5.3	0
10	7	N#Cc1ccccc1OCC(=O)NNC(=O)CCNC(=O)c1ccccc1	4	x	x	x	-3	x	x	1
11	5	c1cncc(CNCc2ccco2)c1	1	-1	-4	9	-6	-3.2	-1.6	x
12	7	Cn1c(=O)c2cc(S(=O)(=O)NCCC(=O)Nc3ccc(F)cc3F)ccc2n(C)c1=O	5	9	0	6	-4	-1.3	3.1	0
13	-5	CC(C)C1N=C2c3ccccc3N=C(SCC(=O)c3ccc(O)c(O)c3)N2C1=O (stereo not drawn)	5	0	-1	8	x	-1.3	4.7	8
14	-16	O=C(COc1ccc(F)c(Cl)c1)c1ccc[nH]1	2	14	-6	36	-1	-2.4	-1.2	2
15	7	COc1ccc(Cc2nnc(SCC(=O)N3CCc4ccccc4C3)o2)cc1	2	-10	-8	8	-5	-6.2	-3.3	3
16	-10	CN(C)S(=O)(=O)c1cccc(NC(=O)c2cc3c(cc2Cl)N2CCCCCC2=NS3(=O)=O)c1	8	22	-7	12	-8	-3.4	-3.2	-2
17	-4	O=C1c2ccc([N+](=O)[O-])cc2C(=O)N1CNc1ccccn1	-3	-6	4	-7	-1	-2.7	-1.8	4
18	6	CCOc1ccc(N(C)S(=O)(=O)c2cc(-c3cc(C)no3)ccc2C)cc1	4	-20	6	-8	-12	-3.5	0.0	1
19	21	O=C(Nc1nccs1)c1ccc([N+](=O)[O-])cc1Cl	2	-12	-9	10	-5	-2.5	-0.8	-7
20	x	Cc1[nH]nc2nc3c(c(OC(=O)c4ccccc4)c12)c(=O)n(C)c(=O)n3C	x	-2	-12	22	x	-4.1	-1.4	-1
21	-8	O=C(Nc1cccc(S(=O)(=O)Nc2ccccc2Cl)c1)c1ccc(Cl)nc1	2	0	-29	11	0	-2.6	-3.3	-5
22	-57	O=c1c2ccccc2nc2n1C1(CCCCC1)Cc1ccccc1-2	-1	-4	-3	6	-5	1.8	-0.2	1
23	-2	Nc1cc(N)nc(SCc2ccc(Cl)cc2)n1	7	-20	-18	-8	-8	-1.6	2.0	4
24	23	CCCC(CCC)C(=O)Nc1c[nH]c(=O)[nH]c1=O	-5	21	2	15	0	1.0	4.8	7
25	0	O=C(O)c1ccc(Cl)c(S(=O)(=O)N(Cc2ccccc2)c2ccc(Cl)cc2)c1	1	-4	-13	24	-8	-3.7	1.1	3
26	-1	O=C(OCC(=O)N1CCN(c2ccccc2)CC1)c1ncc(Cl)c(Cl)c1Cl	-1	x	x	x	-3	x	x	5
27	6	CC1CC(OC(=O)C(O)c2ccccc2)CC(C)(C)N1C (stereo not drawn)	-2	x	6	0	x	x	x	2
28	0	CCOC(=O)c1ccc(N(CC(=O)NCC2CCCO2)C(=O)CCC(=O)Nc2cc(C)on2)cc1 (stereo not drawn)	0	4	1	0	-7	-2.2	-1.4	-2
29	19	Cc1ccsc1C(=O)c1sccc1C	-1	-6	2	5	-3	-1.3	-2.4	5
30	10	O=C(NCc1ccncc1)c1ccc(N2CCCC2)c([N+](=O)[O-])c1	0	-6	-11	-8	2	-3.7	-4.7	2
31	5	C=C(Br)Cn1cnc2ccccc21	5	-5	9	1	-8	-1.2	-2.7	6
32	4	Cc1ccc(S(=O)(=O)N(C)C)cc1NC(=O)CSc1nc2ccccc2c(=O)n1CC1CCCO1 (stereo not drawn)	-2	-4	-14	21	2	-3.2	-1.0	-3
33	11	O=C(O)C1C2CCC(O2)C1C(=O)NCCC1=CCCCC1 (stereo not drawn)	-1	4	-10	4	x	0.0	-1.1	2
34	-15	COC(=O)c1cc(-c2ccc(C)cc2)n[nH]1	4	-2	0	4	-5	-3.2	-4.9	-1
35	12	O=C(CSc1nnc(-c2ccco2)o1)c1ccc(F)c(F)c1	1	6	1	2	0	-3.6	-4.4	5
36	-7	[O-]C1=N/[N+](=C/c2ccccc2Cl)CC1	2	4	-6	19	-2	-4.3	-5.7	2
37	2	CCCCN1C(=O)c2ccc(C(=O)NCCN3C(=O)S/C(=C\c4cccnc4)C3=O)cc2C1=O	5	-5	8	1	-4	-2.7	1.2	3
38	-12	COc1ccc([C@@H]2[C@@H]3C(=O)N(C(C)(C)C)C(=O)[C@@H]3[C@]3(Cc4ccccc4)C(=O)N(c4ccc(C(F)(F)F)cc4)C(=O)N23)cc1	0	-25	12	-23	-7	-1.3	1.3	-2
39	-9	O=C(CN1CCN(c2ccccc2F)CC1)c1c[nH]c2ccc(F)cc12	5	-7	9	3	-7	-3.8	-4.0	5
40	-6	Cc1cccc(OCCn2nnc3ccccc32)c1C	1	2	-16	-7	-8	-2.3	-2.2	8
41	-7	CN(CC(=O)Nc1c(Cl)cccc1Cl)C(=O)Cc1cccs1	1	x	x	x	-2	x	x	0
42	-6	CSc1nc(N)nc2c1ncn2CC(=O)NCCNc1ccc([N+](=O)[O-])cn1	0	x	x	x	-2	x	x	1
43	7	O=C(Nc1ccc(F)cc1)c1cccc(NC(=O)C2C3CC4OC(=O)C2C4C3)c1 (stereo not drawn)	4	4	8	13	-3	-1.9	-1.3	1
44	0	CC(OC(=O)CCN=C1NS(=O)(=O)c2ccccc21)C(=O)N(C)c1ccccc1 (stereo not drawn)	6	x	x	x	4	x	x	1
45	3	CN(C(=O)COc1cc(C(F)(F)F)nn1C)c1ccccc1	2	3	-2	7	-6	-2.9	-3.8	-7
46	-12	CS(=O)(=O)N1N=C(c2ccc3nccnc3c2)CC1c1ccccc1 (stereo not drawn)	1	2	-15	-26	-7	-2.9	-2.1	-2
47	-23	O=C(CSc1nnnn1-c1ccccc1)N1CCc2ccccc21	0	-2	-10	13	-6	-2.2	1.6	-4
48	-5	Cn1nccc1NC(=O)Nc1ccc(Cl)cc1	8	7	8	38	-4	0.2	0.2	-4
49	-7	Cc1ccc(NC(=S)Nc2ccc(F)cc2)cc1C	2	-8	-12	4	-6	-2.3	-1.1	2
50	0	N#Cc1cc2cc3c(cc2nc1SCC(=O)OC1CCCCC1)OCO3	5	9	-6	-24	-4	-3.4	-0.6	-3
51	-6	CC(=O)NNc1nc(-c2ccccc2)c2cc(Br)ccc2n1	1	-6	-2	-3	-9	-3.5	-0.8	-3
52	4	C[C@H](CO)N1C[C@H](C)[C@@H](CN(C)Cc2ccc(C(=O)O)cc2)Oc2ccc(NC(=O)Cn3cnnn3)cc2C1=O	5	x	x	x	6	x	x	0
53	-17	CCOC(=O)N/N=C\c1ccc(-c2cccc(C(F)(F)F)c2)o1	5	6	8	-4	-3	0.0	0.3	5
54	-5	CC(C)CCNC(=O)CN(Cc1ccccc1)C(=O)CCC(=O)Nc1ccccn1	-5	-12	-7	14	-6	-1.4	-0.9	0
55	7	COc1ccc(C2CC(c3cccs3)=NN2c2nc(-c3ccccc3)cs2)cc1OC (stereo not drawn)	10	-4	-13	4	-8	-4.5	-1.6	-3
56	-10	CCOC(=O)C1CCN(C(=O)c2c(-c3c(F)cccc3Cl)noc2C)CC1	-5	-3	2	-20	0	2.8	0.9	-3
57	-26	O=C1CC(C(=O)NC2CCCCC2)C(c2ccccc2)O1 (stereo not drawn)	0	9	-16	-4	1	-3.6	-0.7	3
58	-13	O=C(NCCc1ccccc1Cl)C1CCC(=O)N(C2CCCCCC2)C1 (stereo not drawn)	2	-2	6	-4	0	-0.9	-1.8	1

From PubChem
